ALOX12 inh = ALOX12 (human) lipoxygenase inhibition; actives 1.1% (n = 580,000); Potency, µM (titrated, usually from 108 µM), inactives show top-dose activity change, negative = inhibition, most hits filed as inhibitors; purified 12hLO, xylenol orange hydroperoxide absorbance; AID 1671190; further: potency means the concentration at half of the fitted maximal effect; on the % scale 0 is the no-effect control and ±100 the full control effect
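Purified human 12hLO at 150 nM in 25 mM Hepes, 0.01% Triton X-100, pH 7.0, preincubated 15 min at room temperature with compound. Reaction started with 40 uM arachidonic acid, 30 min at room temperature. Hydroperoxide measured by Fe-xylenol orange, 573/405 nm absorbance ratio.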
ERG-DNA inh = ERG Ets/DNA interaction inhibition; P11308; actives 0.028% (n = 370,000); fluorescence polarization, His-ERG Ets domain / labelled DNA; Potency, µM (doses to about 76.9 µM), for the others: top-dose FP activity, negative = inhibition, hits mostly inhibitors; active means well fitted inhibition curve with a large enough effect in the polarisation, with a control signal flat; inconclusive means small, poorly fitted or top-dose-only effect, or effect the other way, or a change in a side signal; inactive means no such curve, though single readings can be large or run the other way; the % refers to the polarisation;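 further: polarization taken with two DNA probes labelled with fluorescein and Texas red; potency means the concentration at half of the fitted maximal effect; % of control where 0% means no effect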
Target sequence (P11308 whole entry, looked up, the tested form may be a part): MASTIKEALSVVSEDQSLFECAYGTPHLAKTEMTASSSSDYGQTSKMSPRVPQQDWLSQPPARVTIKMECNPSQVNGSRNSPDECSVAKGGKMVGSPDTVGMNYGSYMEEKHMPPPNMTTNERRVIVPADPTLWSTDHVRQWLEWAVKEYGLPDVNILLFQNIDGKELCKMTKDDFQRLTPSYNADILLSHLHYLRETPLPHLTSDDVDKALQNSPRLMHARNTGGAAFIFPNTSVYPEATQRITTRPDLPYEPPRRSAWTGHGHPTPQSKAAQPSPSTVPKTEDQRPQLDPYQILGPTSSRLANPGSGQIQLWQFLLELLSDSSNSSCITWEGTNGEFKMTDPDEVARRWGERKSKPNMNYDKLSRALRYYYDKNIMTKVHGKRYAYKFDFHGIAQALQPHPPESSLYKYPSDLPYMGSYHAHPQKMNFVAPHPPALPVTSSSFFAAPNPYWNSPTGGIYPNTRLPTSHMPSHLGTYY
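His-tagged ERG Ets domain (1 uM in the protein solution; 300mM KCl, 50mM Tris-HCl, 1mM EDTA, 1mM DTT, pH 7.5) received compound, then a probe mix of 5 nM fluorescein-DNA and 100nM Texas-615-DNA. Fluorescence polarization was read for both dyes.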
GLS inh = glutaminase GLS (human) inhibition; O94925; GLS enzymatic activity, qHTS titration; Potency, µM (top dose mostly 45.5 µM), without a hit: at the top dose activity change, negative = inhibition, hits mostly inhibitors; actives 0.21% (n = 410,000); AID 624170; further: potency means the concentration at half of the fitted maximal effect; on the % scale 0 is the no-effect control and ±100 the full control effect
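Assay buffer: 45 mM KH2PO4 pH 8.2, 0.02% Tween-20. hKGA acts on L-glutamine (1 mM solution added); product glutamate is reported by an oxidase/peroxidase Amplex Red coupling, with fluorescence taken at baseline and 30 min.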
JMJD2A Tudor = JMJD2A Tudor domain (human) inhibition | O75164 | AlphaScreen JMJD2A-Tudor / H3K4me3 peptide binding | Potency, µM (titrated, usually from 114 µM), inactives show top-dose activity change, negative = inhibition, usual class: inhibitors | actives 4.4% (n = 390,000); further: potency means the concentration at half of the fitted maximal effect; on the % scale 0 is the no-effect control and ±100 the full control effect; nearly all actives have a fitted effect of over 50% in size
G9a inh = inhibitors of human histone lysine methyltransferase G9a. Q96KQ7. G9a H3K9 monomethylation, AlphaScreen, 2 h. Potency, µM (titrated, usually from 102 µM), for the others: at the top dose activity, negative = inhibition, usual class: inhibitors. actives 8.8% (n = 350,000). AID 504332; further: potency means the concentration at half of the fitted maximal effect; on the % scale 0 is the no-effect control and ±100 the full control effect; nearly all actives have a fitted effect of over 75% in size
Target sequence (Q96KQ7 913-1193 limits assumed): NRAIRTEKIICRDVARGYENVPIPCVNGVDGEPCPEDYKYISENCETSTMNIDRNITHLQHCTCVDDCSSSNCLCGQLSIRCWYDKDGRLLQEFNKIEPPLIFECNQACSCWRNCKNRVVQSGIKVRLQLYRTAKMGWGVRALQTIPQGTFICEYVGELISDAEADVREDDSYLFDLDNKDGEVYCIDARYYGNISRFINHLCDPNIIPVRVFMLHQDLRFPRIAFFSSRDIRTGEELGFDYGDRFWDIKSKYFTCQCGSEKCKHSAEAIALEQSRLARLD
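Enzyme 20 nM + cpd, 15 min RT; add b-H3K9 pep 500 nM / SAM 20 uM; 2 h RT; anti-H3K9me1 Ab 0.5 ug/mL + SA donor / anti-rabbit acceptor beads 20 ug/mL each, 10 min; AlphaScreen read.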
RGS4 inh = blocks human RGS4-accelerated GTP hydrolysis; P49798; Transcreener GDP fluorescence polarization, RGS4-accelerated GTP hydrolysis; Potency, µM (highest dose often 114 µM), for inactives: at the top dose activity change, negative = inhibition, actives largely listed as inhibitors; actives 0.039% (n = 390,000); further: potency means the concentration at half of the fitted maximal effect; on the % scale 0 is the no-effect control and ±100 the full control effect; nearly all actives have a fitted effect of over 75% in size; some results filed as inactive show a strong effect at the top dose
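MLSMR compounds (23 nl, pin-transferred) preincubated 10 min at room temperature with a 500nM (2x) first reagent, then RGS4 at 900nM (2x) plus Transcreener GDP mix added; fluorescence polarization (620/688 nm) read before and after 90 min at 30 °C.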
HP1b chromo inh = blocks HP1-beta chromodomain binding to methylated histone tails | P83916 | AID 540317 | AlphaScreen HP1-beta / biotin-H3K9me3 peptide binding | actives 0.56% (n = 390,000) | Potency, µM (highest dose often 114 µM), for inactives: top-dose activity change, negative = inhibition, actives largely listed as inhibitors; further: potency means the concentration at half of the fitted maximal effect; nearly all actives have a fitted effect of over 70% in size; inactives centre near 23
Target sequence (P83916 whole entry, looked up): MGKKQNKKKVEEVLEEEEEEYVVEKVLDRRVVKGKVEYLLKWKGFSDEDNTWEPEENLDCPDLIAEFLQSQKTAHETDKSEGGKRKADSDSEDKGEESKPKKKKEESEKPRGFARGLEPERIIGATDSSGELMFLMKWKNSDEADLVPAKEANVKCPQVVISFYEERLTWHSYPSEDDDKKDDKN
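HP1-beta protein (50 nM final) preincubated 30 min at room temperature with biotinylated H3(1-18)K9me3 peptide (50 nM) in PBS pH 7.4, 0.01% Tween-20, then compound added for 30 min. AlphaScreen streptavidin donor/nickel chelate acceptor beads (10 ug/mL final), 30 min dark, luminescence read.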
BAZ2B inh = blocks human BAZ2B. AlphaScreen BAZ2B-H3K14Ac peptide displacement. AID 504333. Potency, µM (series often up to 114 µM), for inactives: at the top dose activity change, negative = inhibition, most hits filed as inhibitors. actives 4.4% (n = 360,000); further: potency means the concentration at half of the fitted maximal effect; on the % scale 0 is the no-effect control and ±100 the full control effect; nearly all actives have a fitted effect of over 60% in size
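Compounds, titrated to a top concentration of 110 uM, were incubated 30 min at room temperature with preformed BAZ2B/acetyl-K14 H3 peptide complex (50 nM each). Proximity signal was measured by AlphaScreen after 20 min with beads.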
PI4K2A block = blocks human PI4K2A kinase activity. Q9BTU6. purified PI4K2A, ADP-Glo luminescence, 1 h; stronger effect = lower value. activity change, negative = inhibition, % at 76.9 µM. actives 0.13% (n = 420,000); in the data active means activity change below about -50%; inconclusive means mostly about -30% to -49%;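 further: -100% = wells without enzyme as full effect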
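Compounds are screened against recombinant PI4K2A using PI as substrate and ATP, the latter dispensed at 300 microM. Reactions run one hour at ambient temperature before ADP-Glo detection; full inhibition defined by wells lacking enzyme.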
An asterisk follows results filed as active; u = inconclusive; x = no result given; [ ] = another dose, or the depositor's remark. Unless noted, the call rests on the fitted dose curve; in most records, active means well fitted curve in the direction sought with a large enough effect; inconclusive means small, poorly fitted or top-dose-only effect, or another doubt; inactive means no such curve, though single readings can be large; an effect the other way counts as inactive or inconclusive. Only part of the results is shown; rates above refer to the full screens.

Below each compound – ALOX12 inh	ERG-DNA inh	GLS inh	JMJD2A Tudor	G9a inh	RGS4 inh	HP1b chromo inh	BAZ2B inh	PI4K2A block
CCOC(=O)[C@@H]1[C@H]2COc3ccc(Br)cc3[C@H]2N2C(=O)N(c3ccc(Cl)cc3)C(=O)[C@]12C
    -11.9%	-3.8%	2.1%	-13.6%	x	-3.6%	40.9%[activator]	x	-3.4
Cc1nc2ccc(NC(=O)N(C(C)C)C(C)C)cc2s1
    0.0%	-4.6%	0.5%	9.9%	3.3%[59 µM]	-16.3%	31.8%	3.5%	1.9
CN1C(=O)C(=O)N(CC(=O)Nc2ccccc2OC(F)F)C1=O
    -4.7%	-4.0%	2.0%	0.3%	3.2%[12.7 µM]	4.8%	39.1%[activator]	10.6%	-6.6
COc1ccc(NS(=O)(=O)c2ccc(-c3ccccn3)s2)cc1
    0.0%	4.5%	8.4%	-9.6%	x	19.8%	33.0%	x	1.5
COC(=O)C1=C[C@@H](C(=O)OC)[C@@H]2C3=C(C(=O)[C@]2(C)NC(=O)c2ccccc2)[C@H](C)n2c(=O)n(C)c(=O)n2[C@@H]3C1
    -10.7%	-4.9%	14.7%	-15.5%	x	9.9%	32.7%	x	2.0
COc1ccc(CC(=O)NC2CC2)cc1OC
    x	5.3%	-1.2%	-22.4%	5.8%	-23.4%	56.0%[activator]	-0.9%	-3.1
Cc1cc(=O)c(C(=O)O)cn1-c1ccc(C(C)C)cc1
    -18.3%	8.2%	-6.8%	3.5%	44.7µM*	-10.4%	8.5%	u	-3.4
COCCn1c(COc2ccc(Cl)cc2)nnc1SCC(N)=O
    -4.0%	9.1%	-4.3%	-4.4%	7.4%[59 µM]	-11.8%	5.2%	-3.1%	14.2
Cc1ccc(NC(=O)c2oc3ccccc3c2NC(=O)C2CC2)cc1
    -11.9%	1.9%	-2.5%	-4.1%	-1.6%	-13.3%[56.9 µM]	58.4%[activator]	-0.9%	-2.2
Cc1ccc(-n2nc(C)c(C(=O)Nc3cccc(C(=O)NC4CC4)c3)n2)c(C)c1
    0.0%	3.2%	1.3%	-25.7%	-3.5%[12.7 µM]	21.9%	31.3%	4.3%	-4.3
COc1ccccc1C(c1c(O)cc(C)n(Cc2ccco2)c1=O)N1CCCCC1 (stereo not drawn)
    2.4%	-0.5%	8.1%	-22.4%	-42.7%[59 µM]	14.8%	21.3%[57 µM]	-12.5%	-0.3
Cc1ccc(/C=N/NC(=O)c2nnn(-c3nonc3N)c2CNc2ccccc2)cc1
    -2.5%	-4.1%	13.5%	22.4µM*	-9.0%	-65.3%[56.9 µM]	-6.8%	-31.9%	-4.6
CCCCC1C(=O)CC[C@H]2[C@@H]1CC(=O)[C@@H]2C/C=C\CCCC(=O)O (stereo partly drawn)
    x	-9.3%	-3.2%	-6.2%	-7.3%	-2.1%	40.6%[activator]	7.1%	-15.5
Cn1c(SCC(=O)Nc2cccc(F)c2)nnc1-c1cc2ccccc2o1
    0.0%	-15.5%	-8.4%	8.7%	6.2%[12.7 µM]	0.0%	81.6%[activator]	-0.7%	1.6
COC(=O)c1cnc(SC)nc1C
    0.0%	9.1%	-16.7%	6.0%	-29.1%[59 µM]	-6.3%	2.6%	3.4%	-8.3
NC(=O)Nc1ccc(C(=O)OCC(=O)Nc2cccc(S(=O)(=O)NC3=NCCCCC3)c2)cc1
    11.1%	-0.5%	-10.9%	2.4%	x	1.2%	38.2%	-10.2%	-0.8
CC(C)(C)OC(=O)N1CCC(c2c(C(=O)N3CCN(c4ccccc4)CC3)cnn2-c2ccccc2)CC1
    -15.1%	-9.2%	1.7%	-29.1%	u	3.7%	-9.1%	0.9%[57.1 µM]	-4.9
Oc1ccc(F)cc1-c1cc(-c2ccc3c(c2)OCCO3)n[nH]1
    12.8%	-11.3%	-4.2%	-13.7%	44.8%[59 µM]	-10.8%	40.4%	8.8%	0.0
COc1ccc(Cl)cc1NC(=O)COC(=O)C1=NNC(=O)CC1
    -7.9%	5.4%	9.8%	-8.3%	x	-19.8%	17.1%	x	1.5
O=C(Cn1nnc(-c2ccccc2)n1)N=Nc1c(O)[nH]c2ccccc12
    -15.8%	-20.9%	14.8%	-16.4%	-1.1%[59 µM]	-1.3%	13.8%	-3.3%	1.5
Cc1ccc2nc(-c3ccncc3)c(Nc3ccc(C(C)C)cc3)n2c1
    5.1%	2.2%	-4.1%	-16.1%	-6.6%[59 µM]	-6.9%	33.6%	-11.2%	2.0
CCOC(=O)C1=NOC(CNC(=O)c2c(-c3ccccc3Cl)noc2C)C1 (stereo not drawn)
    0.0%	6.3%	-8.0%	-0.4%	29.8%[59 µM]	-11.2%	21.6%	-0.1%	-10.2
COc1ccc(-c2nnc(SCC(=O)NCC3CCCO3)n2C)cc1 (stereo not drawn)
    -20.6%	-5.6%	-4.5%	-5.6%	12.6%	-7.3%	40.6%[activator]	0.8%	1.0
COc1cccc(N2CCN(c3ccc4nnc(CCC(=O)Nc5ncccc5C)n4n3)CC2)c1
    2.5%	14.7%	24.1%	-15.3%	-10.0%	5.5%[11.4 µM]	60.1%[activator]	-21.6%	-2.0
Cc1ccc(/C=C/S(=O)(=O)NCCC(=O)NCc2ccccc2F)cc1
    -6.3%	9.2%	-10.7%	3.4%	x	-8.4%	16.9%	x	10.2
O=C(COc1ccc(Cl)cc1)NCc1nnc(SCC(=O)Nc2ccc(F)cc2F)o1
    -1.3%	15.7%	-7.3%	-17.7%	2.7%[59 µM]	-27.2%	70.2%[activator]	-24.3%	3.4
CCCCN1C(=O)C(=O)N(CC(=O)c2cc(C)n(C3CC3)c2C)C1=O
    10.5%	-7.3%	5.4%	-19.2%	6.4%[2.33 µM]	-3.0%	-0.6%	-9.9%	4.9
COc1ccccc1NC(=O)Oc1ccc(NC(=O)c2ccco2)cc1
    2.6%	-2.9%	24.9%	-32.4%	0.0%	-1.4%	-9.3%	-1.7%	5.7
CCOc1ccc(CNC(=O)C2CCN(C(=O)N3CC(CC)Oc4ccc(C)cc43)CC2)cc1OC (stereo not drawn)
    -6.8%	2.3%	-17.4%	4.6%	-23.5%[59 µM]	9.8%	42.6%[activator]	0.1%	1.2
COc1cc2c(cc1OC)C(c1ccccc1)N(C(=O)c1ccccc1)CC2 (stereo not drawn)
    0.0%	14.1%	-1.2%	u	-17.7%	7.2%	12.8%	u	1.2
Cc1ccc(C(=O)N/C(=C/c2ccco2)C(=O)OCN2C(=O)c3ccccc3C2=O)cc1
    -23.5%	-10.3%	19.7%	-19.3%	-1.4%[59 µM]	0.9%	2.4%	-3.5%	-0.3
Cc1cc(C)n2nc(C(=O)N(C)c3c(N)n(Cc4ccccc4)c(=O)[nH]c3=O)nc2n1
    -16.2%	1.0%	0.8%	4.8%	u	20.7%	8.5%	-4.5%	0.7
O=C(CN1CCN(c2ccccc2)CC1)Nc1ccccc1Sc1ccccc1
    -15.5%	1.4%	13.5%	-28.7%	-10.2%	-26.0%	4.2%	-7.7%	-3.7
O=C(CSCc1ccccc1)N1CCN(Cc2ccc3c(c2)OCO3)CC1
    -3.7%	-11.4%	14.1%	-9.3%	-13.5%[59 µM]	-21.7%	50.9%[activator]	12.4%	-3.7
Cc1cccc(OCCNc2cc(N3CCOCC3)ccc2[N+](=O)[O-])c1
    20.8%	-2.4%	4.2%	u	10µM*	8.6%	-19.4%	u	5.2
CC(C)NC(=O)Cn1c(=O)n(CC(=O)N2CCCCC2)c(=O)c2sccc21
    -1.7%	39.8%[activator]	1.3%	16.3%	-5.3%	-9.7%	37.7%	-5.3%	0.8
CC(=O)c1ccc(N(C(=O)Cn2nnc3ccccc32)C(C(=O)NC2CCCCC2)c2cn(C)nc2C)cc1 (stereo not drawn)
    1.0%	5.1%	1.8%	2.5%	2.7%[59 µM]	30.1%	20.7%	-0.3%	14.2
N#Cc1sc2nc(-c3ccccc3)cc(C(F)(F)F)c2c1N
    -11.5%	5.4%	-15.1%	-5.5%	13.0%[59 µM]	-16.0%	50.6%[activator]	-14.6%	-1.0
CCC(O)(C#CCN1CCCCC1)CC
    -3.9%	2.0%	7.6%	-8.3%	19.5%[59 µM]	-7.4%	5.0%	0.3%	6.7
CCC(=O)N1CCN(c2ccc(NC(=O)c3ccc([N+](=O)[O-])o3)cc2Cl)CC1
    u	-0.5%	4.9%	-26.6%	-32.7%	15.6%	1.0%	-16.5%	-2.3
O=S(=O)(NC1CCCCC1)c1cccc(-c2nnc(-c3ccccc3)o2)c1
    0.0%	7.0%	14.4%	-6.3%	12.5%	15.4%	55.5%[activator]	12.3%	-5.4
O=C(O)c1cccnc1SC1CC(=O)N(c2ccccc2)C1=O (stereo not drawn)
    -8.5%	-0.2%	-2.1%	-16.2%	56.2µM*	-18.6%[56.9 µM]	68.5%[activator]	-26.8%	-2.1
Cc1ccc(NS(=O)(=O)c2ccc3c(c2)NC(=O)CO3)cc1
    15.8%	-9.2%	9.8%	-6.9%	38.1%	-3.5%	10.2%[57 µM]	-20.2%	-2.9

Bioassay records as filed in PubChem.
